# OTUD3 block = blocks human OTUD3 ubiquitin-rhodamine cleavage | Q5T2D3 | purified OTUD3, Ub-rhodamine fluorescence, 2 h | inhibition, % at 25 µM | hit rate 0.7% among 47,000
# USP10 inh = blocks human USP10 ubiquitin-rhodamine cleavage | Q14694 | purified USP10, Ub-rhodamine fluorescence, 60 min | inhibition, % at 20 µM | hit rate 1.1% among 47,000
# Target sequence (Q14694 whole entry, looked up): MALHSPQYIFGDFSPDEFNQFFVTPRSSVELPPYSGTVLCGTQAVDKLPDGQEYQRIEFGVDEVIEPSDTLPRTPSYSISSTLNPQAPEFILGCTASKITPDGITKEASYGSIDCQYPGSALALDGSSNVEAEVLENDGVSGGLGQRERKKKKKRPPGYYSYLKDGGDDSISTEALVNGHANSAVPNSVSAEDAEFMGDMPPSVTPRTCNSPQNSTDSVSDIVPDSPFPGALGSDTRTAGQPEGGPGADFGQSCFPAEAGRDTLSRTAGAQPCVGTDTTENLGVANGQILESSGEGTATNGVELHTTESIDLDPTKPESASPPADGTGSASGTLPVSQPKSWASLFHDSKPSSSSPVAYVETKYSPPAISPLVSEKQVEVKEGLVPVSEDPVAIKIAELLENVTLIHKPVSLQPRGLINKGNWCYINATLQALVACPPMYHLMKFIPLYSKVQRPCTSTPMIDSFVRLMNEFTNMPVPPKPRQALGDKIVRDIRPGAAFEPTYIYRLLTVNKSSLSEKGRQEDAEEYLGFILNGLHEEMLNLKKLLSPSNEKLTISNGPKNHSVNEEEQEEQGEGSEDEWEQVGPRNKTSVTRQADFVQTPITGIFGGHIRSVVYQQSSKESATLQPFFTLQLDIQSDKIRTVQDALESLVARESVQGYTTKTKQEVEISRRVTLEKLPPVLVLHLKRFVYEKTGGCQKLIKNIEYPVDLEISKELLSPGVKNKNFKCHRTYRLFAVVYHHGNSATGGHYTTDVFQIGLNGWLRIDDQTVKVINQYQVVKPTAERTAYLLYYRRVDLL
# USP28 block = inhibitors of human USP28 deubiquitinase; Q96RU2; purified USP28, Ub-rhodamine cleavage fluorescence, 30 min; inhibition, % at 25 µM; hit rate 3% among 47,000
# USP7 block = blocks human USP7 ubiquitin-rhodamine cleavage; inhibition, % at 20 µM; purified USP7, Ub-rhodamine cleavage fluorescence; AID 1645854; hit rate 0.3% among 47,000; Q93009
# UCHL1 block = blocks human UCHL1 ubiquitin-rhodamine cleavage; P09936; purified UCHL1, Ub-rhodamine cleavage fluorescence; inhibition, % at 20 µM; hit rate 0.2% among 47,000
# Target sequence (P09936 whole entry, looked up): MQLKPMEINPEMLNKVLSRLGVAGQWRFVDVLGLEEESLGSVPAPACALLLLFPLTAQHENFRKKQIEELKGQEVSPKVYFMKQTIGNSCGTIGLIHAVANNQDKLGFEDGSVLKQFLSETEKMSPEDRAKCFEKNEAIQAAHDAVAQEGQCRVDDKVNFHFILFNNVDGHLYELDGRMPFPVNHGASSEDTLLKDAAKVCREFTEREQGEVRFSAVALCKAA
# USP8 inh = human USP8 deubiquitinase inhibition. purified USP8, Ub-rhodamine cleavage fluorescence, 30 min. AID 1645853. hit rate 4.2% among 47,000. inhibition, % at 20 µM. P40818
# USP17 inh = blocks human USP17 ubiquitin-rhodamine cleavage; purified USP17, Ub-rhodamine cleavage fluorescence, 3 h; inhibition, % at 50 µM; hit rate 6.5% among 47,000
# USP30 inh = blocks human USP30 ubiquitin-rhodamine cleavage | inhibition, % at 25 µM | hit rate 5.3% among 47,000 | AID 1645860 | purified USP30, Ub-rhodamine cleavage fluorescence
# * hit, by the source's call; i = inactive; / = no result given. No stated cut-off is given here; in the data, active means inhibition above about 30%; inactive means the rest.
[1] Nc1c2c(nc3cc(Cl)ccc13)CCCC2=O
[2] CCOC(=O)N1CCC(NC(=O)c2sc(-c3ccc(F)cc3)nc2C)CC1
[3] Cc1nn(-c2ccccc2)c(C)c1C(=O)OC(C)C(=O)Nc1cc(C(F)(F)F)ccc1Cl (centres undefined)
[4] COc1ccc(C(=O)N(CC2CCCO2)c2nc(-c3ccccc3)cs2)cc1 (centres undefined)
[5] Cc1ccc(Nc2nccc(C3CCCN(C(=O)C4CCCC4)C3)n2)cc1 (centres undefined)
[6] CN(C)c1cccc(C(=O)NCC2(c3ccccc3)CCC2)c1
[7] O=C(CNc1ccc(F)cc1F)Nc1ccc2c(c1)OC(F)(F)O2
[8] O=C(Nc1ccc(F)cc1)Nc1ccc2ccccc2n1

screen / no.	1	2	3	4	5	6	7	8
OTUD3 block	-7.1	7.2	6.9	14.5	-3.2	0.0	-2.6	5.4
USP10 inh	-2.4	-2.3	7.0	0.8	2.1	2.1	7.2	13.7
USP28 block	-5.6	16.5	16.6	5.7	-0.3	0.1	49.1*	10.1
USP7 block	-4.0	2.0	8.5	2.7	-9.5	1.4	-3.1	9.8
UCHL1 block	-2.7	0.3	6.3	2.4	1.7	0.0	5.2	1.7
USP8 inh	44.8*	10.4	9.2	-0.3	-16.3	5.4	2.6	50.6*
USP17 inh	23.5	20.4	12.9	11.3	-0.3	-0.3	-0.3	18.3
USP30 inh	-13.2	18.9	14.4	6.1	-4.2	6.3	-6.5	31.1*

[9] CC(C)CN1C[C@H]2N(c3ncccn3)CCC[C@@]2(C(=O)NCC2CC2)C1
[10] O=C(Nc1ccc(F)c(F)c1)c1nc2ccccc2nc1N1CCCC1
[11] Cc1cccc(OCC(=O)NCC(c2ccc3c(c2)CCCN3C)N2CCOCC2)c1 (centres undefined)
[12] O=C(NCc1ccccn1)c1nc(-c2cn(-c3ccc(Cl)cc3)nn2)no1
[13] CCOc1cc(C2C3=C(CC(c4ccccc4)CC3=O)Nc3ccccc3N2C(C)=O)ccc1OCc1ccc(Cl)cc1 (centres undefined)
[14] C/C1=C/C=C/[C@H](C)[C@H](O)[C@@H](C)[C@@H](O)[C@@H](C)[C@H](O)[C@H](C)[C@@H](O)[C@@H](CO)/C=C(/C)C(=O)c2c(O)c(C)c(O)c3c2C(=O)C=C(NC1=O)C3=O
[15] O=C(Nc1ccc(N2CCN(c3ccccc3)C2=O)nc1)C1CCCC1
[16] COC(=O)CC[C@H]1CNC(=O)[C@@H]2[C@@H](CCN2C2CCCCC2)N1C

screen / no.	9	10	11	12	13	14	15	16
OTUD3 block	8.2	-23.7	-5.9	9.2	-8.8	-31.0	0.8	8.2
USP10 inh	-2.9	-2.8	-7.0	6.1	5.3	-5.8	4.2	1.1
USP28 block	10.9	-35.7	-18.2	12.1	1.3	-27.7	-2.1	14.9
USP7 block	0.3	-18.6	-0.9	1.9	7.1	-20.2	0.0	-3.2
UCHL1 block	-0.2	-13.1	-1.5	3.8	3.1	-8.7	-2.5	8.2
USP8 inh	-1.5	5.8	10.3	49.7*	1.2	-60.4	16.7	8.1
USP17 inh	5.4	-17.5	-4.4	11.3	-7.7	8.6	2.1	-59.9
USP30 inh	8.5	-157.9	-40.5	19.9	-0.2	-138.3	0.3	-16.4

[17] Cc1ccccc1CNC(=O)c1ccc(Cc2c(C)noc2C)o1
[18] CC(Oc1ccccc1)c1nnc(SCC(=O)c2ccc(F)cc2)n1C (centres undefined)
[19] O=C(c1ccnn1-c1ccc2ccc(-c3cccnc3)cn12)N1CCCC1
[20] CC1Cn2c(cnc2C(F)(F)F)C(=O)N1CC(=O)Nc1ccccc1 (centres undefined)
[21] O=C(COC(=O)c1ccc2c(=O)n3c(nc2c1)CCCCC3)c1ccc2c(c1)OCCO2
[22] Cc1cncc(C2CCCN2C(=O)c2ccc(-n3cccn3)nc2)n1 (centres undefined)
[23] COc1ccc(CNC(=O)CCCn2ncc3ccc(C)cc32)cc1
[24] COc1ccc(CC(=O)N(Cc2nc3nc(C)cc(C)n3n2)c2ccccc2)cc1

screen / no.	17	18	19	20	21	22	23	24
OTUD3 block	-10.5	-4.8	-138.2	-12.8	-3.4	25.0	-5.4	12.6
USP10 inh	-1.8	1.8	-5.2	1.4	-0.2	0.1	-1.4	0.1
USP28 block	-2.6	-8.7	-168.7	-16.2	19.2	5.6	-9.2	9.0
USP7 block	-4.9	-23.0	-52.2	1.6	-6.4	3.4	-7.4	-0.7
UCHL1 block	-2.0	-2.5	-53.9	-0.4	-4.7	0.5	-2.1	0.4
USP8 inh	-3.3	-2.2	-118.6	3.6	-10.7	4.0	1.0	14.4
USP17 inh	-10.7	0.1	-144.5	-24.8	-5.9	4.8	-22.4	4.6
USP30 inh	3.7	0.2	i	-5.1	-2.4	7.9	1.9	15.0

[25] CC(NS(=O)(=O)c1ccc2c(c1)SCC(=O)N2)c1ccccc1 (centres undefined)
[26] CC(NC(=O)c1ccc(-c2cccnc2)nc1)c1ccccc1 (centres undefined)
[27] COc1ccc(CCNC(=O)c2coc3ccccc3c2=O)cc1OC
[28] Cc1ccc(C)c(N2CCN(C(=O)c3coc(NC(=O)c4ccco4)n3)CC2)c1
[29] Cc1noc(-c2ccc(-n3ncc(C(=O)N4CCN(c5ccccn5)CC4)c3C)nc2)n1
[30] O=C(NCCO)C(=O)c1c(-c2ccccc2)cc2ccccn12
[31] CCc1ccc(S(=O)(=O)N2CC(c3nc(-c4ccc[nH]c4=O)no3)C2)s1
[32] COc1ccc(OC)c(C2=NO[C@]3(C(=O)Nc4ccccc43)[C@H]2C(=O)c2ccc(OC)c(OC)c2)c1

screen / no.	25	26	27	28	29	30	31	32
OTUD3 block	0.5	5.0	7.8	-9.2	0.0	1.1	-14.8	1.2
USP10 inh	2.2	-3.2	0.0	-1.4	2.2	-0.6	-0.5	3.0
USP28 block	13.0	-12.0	4.5	-0.1	-10.7	-5.1	-9.7	7.3
USP7 block	/	-2.0	-3.2	-1.5	1.1	-28.8	-0.7	5.4
UCHL1 block	4.6	-0.5	0.6	-4.3	-2.1	-0.5	-3.2	84.6*
USP8 inh	3.6	-10.1	1.9	-13.7	5.4	-1.7	-71.9	-14.4
USP17 inh	7.5	-8.6	28.9	-17.0	2.5	6.0	-23.1	-0.9
USP30 inh	8.7	-5.3	10.6	-18.8	-4.7	8.3	-19.1	-14.6

# Fetched one by one from the list above:
[28] Cc1ccc(C)c(N2CCN(C(=O)c3coc(NC(=O)c4ccco4)n3)CC2)c1
[27] COc1ccc(CCNC(=O)c2coc3ccccc3c2=O)cc1OC

screen / no.	28	27
OTUD3 block	-9.2	7.8
USP10 inh	-1.4	0.0
USP28 block	-0.1	4.5
USP7 block	-1.5	-3.2
UCHL1 block	-4.3	0.6
USP8 inh	-13.7	1.9
USP17 inh	-17.0	28.9
USP30 inh	-18.8	10.6

# Additional compounds
[33] CCOc1cccc(CNc2nc3ccncc3n(Cc3ccccc3)c2=O)c1
[34] Cc1ccc(CN2CC[C@@H]3[C@H]2C(=O)NC[C@H](CCC(=O)NCc2cccnc2)N3C)cc1
[35] Cc1noc(-c2ccn3c(CC(=O)Nc4ccc(F)cc4)nnc3c2)n1
[36] CNc1cc(C2CCCN(C(=O)c3cc(=O)n(C)c(=O)n3C)C2)ccn1 (centres undefined)
[37] O=C(Nc1cccc(F)c1)C1CCCN(S(=O)(=O)N2CCCCCC2)C1 (centres undefined)
[38] COc1ccccc1CCC(=O)N1CCN(c2cc(C)n3c(C)nnc3n2)CC1
[39] O=C1CS(=O)CN1c1ccc(F)cc1 (centres undefined)
[40] COCCN1C(=O)c2ccccc2C(C(=O)NCCc2ccc(F)cc2)C12CCCC2 (centres undefined)

screen / no.	33	34	35	36	37	38	39	40
OTUD3 block	-11.5	-6.0	-3.2	-2.8	17.6	0.7	12.0	-4.9
USP10 inh	-0.6	-0.1	6.2	-5.7	6.6	2.0	-0.8	-1.7
USP28 block	-15.2	-8.8	-17.0	-12.9	9.6	-4.3	15.4	-6.9
USP7 block	0.0	-14.1	6.9	-1.9	2.5	-0.3	0.8	-7.2
UCHL1 block	-4.7	-1.1	-0.1	-2.5	1.6	0.0	0.5	-1.6
USP8 inh	18.1	-64.0	6.9	-68.8	20.7	10.9	21.2	5.3
USP17 inh	28.5	-74.3	12.0	-10.9	53.3*	-3.2	10.1	-4.6
USP30 inh	35.8*	-42.6	-9.7	-8.5	26.3	-0.2	15.5	-10.1

[41] COc1ccccc1CN[C@H]1CS(=O)(=O)C[C@@H]1S(=O)(=O)c1ccccc1
[42] O=C(NCC(=O)N1CCN(c2ccccc2)CC1)c1ccccc1
[43] O=C(C1CCCCC1)N1CCC(c2nc3c(nnn3Cc3cccc(F)c3)c(=O)[nH]2)CC1
[44] O=C(CSc1ccc2c(c1)OCCCO2)N1CC=C(c2ccccc2)CC1
[45] CCCC(=O)NCc1nnc2c(C(F)(F)F)cc(Cl)cn12
[46] Cc1ccc(-c2cc(NC(=O)C(C)C)c(=O)n(CC(=O)Nc3cccc(F)c3)n2)cc1
[47] N#Cc1ccccc1CN1CCCCC12Cc1ccccc1CNC2=O (centres undefined)
[48] O=C(COc1ccc(Cl)cc1)NCc1nnc(SCC(=O)NCc2ccc(F)cc2)o1

screen / no.	41	42	43	44	45	46	47	48
OTUD3 block	1.1	-23.3	-1.3	3.1	9.2	-2.2	5.0	-0.4
USP10 inh	-0.7	-11.5	7.6	1.3	-0.2	11.3	0.4	-0.2
USP28 block	-11.0	-31.0	-0.1	5.7	16.4	-6.9	9.3	7.5
USP7 block	-2.0	-5.6	-114.0	-3.8	9.4	13.8	0.8	-5.9
UCHL1 block	-4.1	-5.1	0.8	-2.7	4.2	8.9	1.6	-0.7
USP8 inh	17.9	-13.9	2.0	3.0	17.9	-0.6	-19.0	-14.8
USP17 inh	3.0	-32.8	4.4	4.6	9.6	-1.5	-15.8	0.8
USP30 inh	-3.8	-84.4	19.3	11.5	25.6	-13.1	3.8	27.1

[49] C=C/C=C/[C@H]1OC[C@@H](/C=C/C=C/C)[C@@H]1O
[50] CN1CCN(C(=O)c2ccc3nnc(C4CN(c5ncccn5)CCN4C)n3c2)CC1 (centres undefined)
[51] CCN(CC)S(=O)(=O)c1cccc(C(=O)OC(C(=O)Nc2cc(C)cc(C)c2)c2ccccc2)c1 (centres undefined)
[52] O=C(CCc1nnc2ccc(N3CCCCC3)nn12)NCc1ccc2c(c1)OCO2
[53] CCOC(=O)C1(Cc2cc(-c3ccc(F)cc3)no2)CCCN(Cc2cnc(C)n2C)C1 (centres undefined)
[54] COc1cccc(CN2C[C@@]34CN(C(=O)C5CCC5)C[C@@H](C[C@@H]3S2(=O)=O)O4)c1
[55] COc1nc(OC)nc(N2CCC(NC(=O)C(Cc3ccccc3C)NC(C)=O)CC2)n1 (centres undefined)
[56] CC(C)N(C(=O)COC(=O)c1ccccc1OCc1ccc(Cl)cc1)c1ccccc1

screen / no.	49	50	51	52	53	54	55	56
OTUD3 block	-12.9	3.7	10.8	-7.8	12.9	9.2	-10.8	2.2
USP10 inh	-9.0	1.8	2.4	-2.9	-2.1	0.2	0.5	9.8
USP28 block	-17.3	-4.4	6.8	-8.6	15.6	6.7	-15.2	0.1
USP7 block	-13.7	3.1	9.3	-1.3	-3.2	4.1	-3.5	3.8
UCHL1 block	-10.1	0.2	2.5	-3.3	3.2	2.1	-0.5	2.1
USP8 inh	-56.3	-17.8	11.4	0.2	18.2	3.9	3.8	7.0
USP17 inh	-50.8	0.1	0.0	-3.1	11.1	11.7	-3.6	17.6
USP30 inh	-55.2	7.4	-1.1	-15.0	36.0*	19.8	-2.7	14.4

# Single records, as listed above:
# `O=C(C1CCCCC1)N1CCC(c2nc3c(nnn3Cc3cccc(F)c3)c(=O)[nH]2)CC1` in the list: OTUD3 block = -1.3; USP10 inh = 7.6; USP28 block = -0.1; USP7 block = -114.0; UCHL1 block = 0.8; USP8 inh = 2.0; USP17 inh = 4.4; USP30 inh = 19.3
# `Cc1cccc(OCC(=O)NCC(c2ccc3c(c2)CCCN3C)N2CCOCC2)c1` (centres undefined) in the list: OTUD3 block = -5.9; USP10 inh = -7.0; USP28 block = -18.2; USP7 block = -0.9; UCHL1 block = -1.5; USP8 inh = 10.3; USP17 inh = -4.4; USP30 inh = -40.5

# Going on with the list.
[57] CCc1cnc(N2C[C@H]3C[C@H](C(=O)NCC(C)C)[C@@H](C2)O3)nc1
[58] Cc1nnn2c1COCC(CNCc1ccc(F)cc1)C2 (centres undefined)
[59] O=c1ccc(-c2nc(-c3cnccn3)no2)cn1Cc1noc(-c2ccccc2)n1
[60] CCc1ccc(NC(=O)COC(=O)c2sc3cc(F)ccc3c2Cl)cc1
[61] COc1cc(C(=O)N(c2ccccn2)C2CCCCC2)cc(OC)c1OC

screen / no.	57	58	59	60	61
OTUD3 block	-10.3	6.9	-10.1	10.1	-0.6
USP10 inh	2.0	-0.1	-4.4	5.7	0.0
USP28 block	0.0	4.5	-15.4	6.8	-5.5
USP7 block	-3.5	0.0	4.5	4.9	1.9
UCHL1 block	3.5	0.0	-0.7	-0.6	0.2
USP8 inh	7.3	-54.6	-0.3	21.0	-3.5
USP17 inh	-31.6	-7.2	-20.4	1.2	-3.6
USP30 inh	8.6	9.9	-98.4	7.0	-7.4
